CHOP inh – inhibitors of CHOP promoter induction, primary screen, cell-based, unfolded protein response, luciferase reporter. CHO-K1 CHOP-promoter luciferase, tunicamycin-induced, 15-18 h. inhibition, % at 10 µM. actives 3.8% (n = 220,000);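 active means compounds that reduced the stress-induced luciferase reporter signal by more than about 70% of percent inhibition, limit read from the data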;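 further: 0% = tunicamycin plus vehicle and 100% = wells without tunicamycin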
S1P4 antag – S1P4 receptor antagonists, primary screen, cell-based | Sphingosine 1-phosphate receptor 4 (Homo sapiens), O95977 | S1P4-expressing cells, antagonist mode, reporter read-out | inhibition, % at 4.98 µM | actives 0.26% (n = 220,000) | AID 1510, 2009; in the data active means inhibition above about 29%;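 further: 0% = wells stimulated with agonist and 100% = vehicle wells without agonist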
NPY-Y2 PAM-ag – NPY-Y2 potentiators or agonists, primary screen, cell-based; Neuropeptide Y receptor type 2 (Homo sapiens), P49146; cells expressing NPY-Y2, potentiator/agonist read-out; activation, % at 3.6 µM; actives 0.45% (n = 220,000); AID 1359, 2008; in the data active means activation above about 27%;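 further: cells stimulated with NPY near EC25 plus isoproterenol at EC100; 0% = vehicle plus submaximal agonist and 100% = vehicle plus saturating agonist; some results beyond the cut were filed as inactive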
Target sequence (P49146 whole entry, looked up): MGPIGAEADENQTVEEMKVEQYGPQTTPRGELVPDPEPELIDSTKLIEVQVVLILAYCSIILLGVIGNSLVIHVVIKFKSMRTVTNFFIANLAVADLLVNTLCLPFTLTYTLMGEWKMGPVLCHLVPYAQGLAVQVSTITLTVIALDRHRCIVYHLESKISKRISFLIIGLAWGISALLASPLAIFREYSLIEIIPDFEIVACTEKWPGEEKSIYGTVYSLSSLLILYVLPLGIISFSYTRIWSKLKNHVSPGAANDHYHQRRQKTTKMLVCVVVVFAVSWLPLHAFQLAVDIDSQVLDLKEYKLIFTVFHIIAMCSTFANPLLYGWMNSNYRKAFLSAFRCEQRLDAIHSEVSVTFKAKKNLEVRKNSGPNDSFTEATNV
p47phox inh – p47phox/p22phox peptide binding inhibitors, primary screen, biochemical, uHTS, NADPH oxidase regulatory subunit; inhibition, % at 24.7 µM; Neutrophil cytosol factor 1 (Homo sapiens), P14598; actives 0.53% (n = 220,000); fluorescence polarization, 2 h;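 active means inhibition above about 30%, limit read from the data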;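 further: 0% = p47phox with labelled peptide and 100% = labelled peptide alone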
Target sequence (P14598 whole entry, looked up): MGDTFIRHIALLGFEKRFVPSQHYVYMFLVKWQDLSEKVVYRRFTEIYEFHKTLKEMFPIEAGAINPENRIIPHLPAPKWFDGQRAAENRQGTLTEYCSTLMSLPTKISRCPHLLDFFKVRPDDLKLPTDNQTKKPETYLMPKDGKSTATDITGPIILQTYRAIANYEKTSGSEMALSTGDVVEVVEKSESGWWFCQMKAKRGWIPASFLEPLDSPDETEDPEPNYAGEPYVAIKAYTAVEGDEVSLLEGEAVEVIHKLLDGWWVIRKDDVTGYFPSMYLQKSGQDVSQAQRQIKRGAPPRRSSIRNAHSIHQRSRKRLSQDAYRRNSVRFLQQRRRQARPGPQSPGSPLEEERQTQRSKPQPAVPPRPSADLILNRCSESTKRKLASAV
S1P4 agonist – S1P4 receptor agonists, primary screen, cell-based; S1P4-expressing cell line, agonist reporter assay; AID 1509, 2009; actives 0.35% (n = 220,000); activation, % at 4.98 µM; Sphingosine 1-phosphate receptor 4 (Homo sapiens), O95977; in the data active means activation above about 11%;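 further: 0% = DMSO vehicle and 100% = reference agonist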
NPY1 pot ag – NPY-Y1 receptor potentiators or agonists, primary screen, cell-based; Neuropeptide Y receptor type 1 (Homo sapiens), P25929; NPY-Y1 expressing cells, potentiator/agonist activation; activation, % at 3.6 µM; actives 0.37% (n = 220,000); AID 1304, 2008; in the data active means activation above about 33%, passing the limit was not always enough;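 further: cells stimulated with NPY at EC10 then isoproterenol at EC100; 0% = low agonist plus stimulus and 100% = saturating agonist plus stimulus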
Ba/F3 V617F tox – reduced viability of JAK2V617F-dependent Ba/F3 cells, primary screen, JAK2V617F inhibitor project, cell-based, Ba/F3 EpoR-JAK2V617F, luminescence; ATP luminescence; AID 1446, 2008; actives 1.1% (n = 220,000); inhibition, % at 5.6 µM;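 active means inhibition above the campaign mean plus 3 SD over all tested compounds, cut at about 24% in these data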;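 further: cytokine-independent growth of Ba/F3 cells driven by EpoR plus mutant JAK2; 0% = DMSO-treated cells and 100% = JAK inhibitor I control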
NPY-Y1 antag – NPY-Y1 receptor antagonists, primary screen, cell-based; Neuropeptide Y receptor type 1 (Homo sapiens), P25929; HEK293-CNG Y1 cells, membrane potential fluorescence; NPY at EC95, then isoproterenol; inhibition, % at 3.6 µM; actives 1% (n = 200,000); AID 1040, 2008;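 active means inhibition above the campaign mean inhibition of all tested compounds plus 3 SD, cut at about 20% in these data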;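 further: 0% = DMSO wells given NPY plus isoproterenol and 100% = isoproterenol alone without NPY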
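Assay system: HEK293 cells with Y1 receptor plus CNG channel | Probe or stimulus: NPY (25 nM), isoproterenol (1 µM), Ro 20-1724 (25 µM) | Timing: Compound incubation 1 h at room temperature, readout 45 min post-stimulation | Measured by: Membrane-potential fluorescent dye readout | Benchmarks: High control isoproterenol alone, low control NPY with isoproterenol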
BaF3 tox – parental Ba/F3 cell viability inhibition, counter-screen for JAK2V617F inhibitor project, murine pro-B, CellTiter-Glo luminescence | CellTiter-Glo ATP luminescence | inhibition, % at 5.6 µM | actives 1.1% (n = 220,000) | AID 1486, 2009;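 active means inhibition above a per-campaign cutoff, the mean inhibition of all tested compounds plus 3 SD, cut at about 27% in these data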;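 further: 0% = DMSO wells and 100% = JAK Inhibitor I control wells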
Numbers without * were called inactive; / = not tested or not shown.

The line under a structure holds: CHOP inh, S1P4 antag, NPY-Y2 PAM-ag, p47phox inh, S1P4 agonist, NPY1 pot ag, Ba/F3 V617F tox, NPY-Y1 antag, BaF3 tox
- Cc1n[nH]c(=O)nc1NC1CCCCC1
    0.4, -23.6, 9.7, -18.1, 0.8, 1.8, -0.7, 2.5, 2.4
- CC1(C)C(=O)Nc2ccccc2N1C(=O)CSc1ncccn1
    -1.9, -19.4, 0.6, -9.4, -0.1, -17.9, 4.8, -0.2, 0.8
- Cc1sc(NC(=O)CSc2nnc(-c3ccc(F)cc3)o2)c(C#N)c1C
    -2.3, 7.0, -0.1, -39.4, -1.3, -33.8, -1.8, 6.0, 3.9
- COc1ccc(-c2cnnn2-c2ccc(NC(=O)c3ccco3)cc2)cc1OC
    14.7, -1.5, -6.3, -11.3, 1.4, -17.5, 3.6, -2.9, 1.3
- CC(=O)c1cccc(NC(=O)CCC2CCCC2)c1
    18.5, -8.7, -32.0, -7.9, 2.4, -9.1, -0.3, -2.4, 2.7
- O=C(Nc1nnc(C2=COCCO2)o1)c1ccc(S(=O)(=O)N2CCCC2)cc1
    -6.0, -11.6, 9.3, -8.6, -1.6, 14.4, 0.1, 2.4, 7.0
- COc1ccc(C(=O)ON=C2C=C(C)C(=O)C(C)=C2)cc1
    -113.5, -5.3, -16.6, -9.2, 0.6, -2.6, 3.0, 1.7, 7.0
- Cc1ccc(C)c(N2CCN(S(=O)(=O)c3ccc4c(c3)CCC(=O)N4)CC2)c1
    58.1, -29.7, 9.7, -1.6, 0.3, 16.8, -2.1, 2.8, 2.2
- Cc1sc2ncnc(N3CCN(c4ncccn4)CC3)c2c1C
    25.9, 16.0, 10.6, -6.1, -0.1, -5.9, -0.9, -0.8, 0.3
- Cc1cc2cc(C#N)c(NCCNC(=S)NCCCN3CCOCC3)nc2cc1C
    42.7, -13.6, 3.2, 0.0, 5.0, -10.1, -0.9, 3.4, 7.4

The line under a structure holds: CHOP inh, S1P4 antag, NPY-Y2 PAM-ag, p47phox inh, S1P4 agonist, NPY1 pot ag, Ba/F3 V617F tox, NPY-Y1 antag, BaF3 tox
- NS(=O)(=O)c1cccc(NC(=O)COC(=O)COc2ccc3ccccc3c2)c1
    12.4, -9.6, -20.9, -6.2, -0.8, -20.7, -0.6, 12.4, 2.5
- Cc1[nH]c2ccccc2c1/C=N/Nc1nc2ccccc2[nH]1
    -222.4, 49.8*, 20.3, -3.3, 1.2, 29.3, 4.8, /, 2.5
- O=C(COC(=O)c1ccc(O)cc1)Nc1ccc(N2CCCCC2)cc1
    10.5, 5.9, 9.0, 14.1, -0.7, 14.8, 3.2, 7.2, 6.2
- CCN=C(N/N=C/c1ccc([N+](=O)[O-])cc1)SC
    -8.6, 6.7, -2.0, -5.2, -1.1, -1.1, 0.8, -1.0, 2.2
- CC(Nc1cc(N2CCN(S(=O)(=O)N(C)C)CC2)ccc1[N+](=O)[O-])c1ccccc1 (stereo not given)
    24.3, -6.7, 3.2, 1.2, 0.3, 4.3, 0.6, 2.2, 1.6
- O=[N+]([O-])c1cc([N+](=O)[O-])c(N2CCOCC2)cc1NCc1ccccc1
    8.5, -8.5, 0.4, -8.9, -0.3, -6.3, -1.9, 3.8, 0.4
- CCCCCOC(=O)CSc1nc2c(c(=O)[nH]c(=O)n2C)n1Cc1ccc(Cl)cc1
    37.8, -10.3, -12.1, 3.4, -1.1, 4.3, -1.6, -1.0, 1.9
- N#Cc1nc(COc2ccccc2Cl)oc1NCc1ccc(F)cc1
    66.6, -5.3, 1.0, -9.8, 2.2, 23.7, -2.5, 5.0, 2.7
- CCN=C1SC(CC(=O)Nc2sc3c(c2C#N)CCCC3)C(=O)N1CC (stereo not given)
    92.3*, -5.0, 0.8, -4.4, 2.2, 6.0, -1.8, -4.0, -2.1
- CCOc1cccc(OCCNC2CCCC2)c1
    26.0, 9.6, 8.2, 5.5, 0.9, 6.3, 0.6, -0.8, 6.5

The line under a structure holds: CHOP inh, S1P4 antag, NPY-Y2 PAM-ag, p47phox inh, S1P4 agonist, NPY1 pot ag, Ba/F3 V617F tox, NPY-Y1 antag, BaF3 tox
- CCOc1ccc(N2C(=O)CC(SCC(=O)O)C2=O)cc1 (stereo not given)
    8.4, -10.0, 1.2, -3.9, 1.5, 9.2, 2.4, 0.4, 5.0
- CCC(=O)Nc1ccc(NC(=O)c2ccccn2)cn1
    16.2, -15.9, 11.2, -6.9, 0.6, -1.1, 2.8, -2.7, 5.0
- c1ccc(-c2noc(-c3ccc4ccccc4c3)n2)cc1
    54.0, 8.4, 19.2, -15.1, -0.6, -12.8, -1.7, 4.7, -0.3
- CCOc1cccc(/C=N/NC(=S)Nc2cc(S(=O)(=O)N3CCOCC3)ccc2N2CCOCC2)c1O
    29.5, -5.1, 6.0, 2.2, 0.6, 16.6, -0.1, -2.1, 2.5
- C[N+]1(C)CC2([N+](=O)[O-])CC=C(Oc3ccccc3)C([N+](=O)[O-])(C2)C1 (stereo not given)
    10.2, -19.6, 2.6, -1.1, 1.1, -12.3, -1.1, 2.4, 4.2
- COC(=O)c1ccc(Oc2nc(C(N)=O)cc(-c3ccccc3)n2)cc1
    31.9, -6.2, -1.4, 5.8, 1.2, -18.1, -1.9, -0.5, 0.7
- Cc1ccc(-n2nc(C)c(C3(O)C(=O)N(C(C)C)c4ccccc43)c2N)cc1 (stereo not given)
    1.2, 13.1, 23.1, -7.2, 1.6, 9.3, 0.0, 4.1, 3.6
- Cc1ccc(-c2noc(COc3ccc4c(c3)OCO4)n2)cc1
    23.0, 2.4, 18.3, -15.6, 1.8, -10.7, -3.5, 0.6, 1.8
- NC(=O)c1ccsc1NC(=O)c1ccc(S(=O)(=O)N2CCCc3ccccc32)cc1
    33.9, -12.4, 19.6, -63.6, -0.7, 11.4, 2.6, -4.7, 1.4
- O=C(NC1CC1)C1CCCN(C(=O)Nc2ccc(F)cc2)C1 (stereo not given)
    -24.2, -1.0, -5.7, -2.1, 1.5, -22.8, -0.6, -6.8, 5.3

Looked up above.
CCOc1ccc(N2C(=O)CC(SCC(=O)O)C2=O)cc1 (stereo not given) – Ba/F3 V617F tox: 2.4
NC(=O)c1ccsc1NC(=O)c1ccc(S(=O)(=O)N2CCCc3ccccc32)cc1 – CHOP inh: 33.9
c1ccc(-c2noc(-c3ccc4ccccc4c3)n2)cc1 – BaF3 tox: -0.3

(cont.)
The line under a structure holds: CHOP inh, S1P4 antag, NPY-Y2 PAM-ag, p47phox inh, S1P4 agonist, NPY1 pot ag, Ba/F3 V617F tox, NPY-Y1 antag, BaF3 tox
- N#CC(C#N)=C(Nc1ccc(F)cc1)SCc1cccc(F)c1
    85.0*, -1.7, 37.0*, -5.9, -2.0, 3.9, 55.2*, 7.5, 67.1*
- C=CCN(C(=O)Nc1ccc(F)cc1)C1CC(=O)N(c2ccc(OC)cc2)C1=O (stereo not given)
    62.7, 15.9, -2.0, -5.8, 1.5, 4.2, -0.2, 2.9, -0.7
- FC(F)(F)c1cccc(/C=N/NC(=S)NC2CCCCC2)c1
    23.4, -1.1, -8.2, -8.7, -2.4, -7.2, -5.8, 2.4, -0.6
- OC1(c2cccc(C(F)(F)F)c2)CCN(Cc2nnnn2Cc2ccccc2)CC1
    39.3, 11.5, 7.1, -3.9, 0.7, 15.3, 1.4, -4.1, 3.1
- COc1ccc(-c2cc3cc(OC)c(OC)cc3c(C)n2)cc1C
    35.6, -14.5, -12.6, -8.3, 0.2, -31.8, 3.5, /, 2.9
- Cc1cc(C(=O)OCC(=O)N2CCOCC2)ccc1[N+](=O)[O-]
    2.9, 2.0, 4.8, -1.9, -0.8, 17.7, -6.1, -4.5, -2.5
- S=c1[nH]nc(Cc2cccs2)n1-c1ccccc1Cl
    -7.2, -0.4, -12.3, -5.6, -0.2, 11.6, -0.6, 3.2, 4.6
- COc1ccccc1NC(=O)Cn1nc(-c2ccncc2)nc1SCC(=O)NC1CCCC1
    3.2, 7.2, 5.2, -4.5, 1.7, 3.8, -4.3, 2.1, 6.7
- CCOCCCNC(=O)C(c1ccccc1)N(Cc1cccs1)C(=O)CNC(C)=O (stereo not given)
    11.3, -7.8, -0.3, -5.2, -0.3, -14.0, -0.9, 0.6, 1.5
- Cc1cccc(-n2c(=S)[nH]c3nc4c(cc3c2=O)COC(C)(C)C4)c1
    6.0, -8.8, 16.3, -11.5, 2.8, -6.5, -3.8, /, 3.1

Results in NPY-Y1 antag and NPY-Y2 PAM-ag (two entries from above):
structure	NPY-Y1 antag	NPY-Y2 PAM-ag
N#CC(C#N)=C(Nc1ccc(F)cc1)SCc1cccc(F)c1	7.5	37.0*
C=CCN(C(=O)Nc1ccc(F)cc1)C1CC(=O)N(c2ccc(OC)cc2)C1=O (stereo not given)	2.9	-2.0

The list goes on:
The line under a structure holds: CHOP inh, S1P4 antag, NPY-Y2 PAM-ag, p47phox inh, S1P4 agonist, NPY1 pot ag, Ba/F3 V617F tox, NPY-Y1 antag, BaF3 tox
- O=C(Cn1c(=O)n(CCc2c[nH]c3ccccc23)c(=O)c2cccnc21)Nc1ccccc1F
    22.0, 3.3, -2.5, -40.4, 2.1, -12.1, -1.7, 0.2, 8.2
- COc1ccc(CNC(=O)CSCc2cnn(-c3ccccc3)c2-n2cccc2)cc1
    23.7, 1.1, -14.5, -15.9, 2.2, 0.4, 4.1, 6.6, 7.0
- CN(C)c1ccc(C(=O)Nc2nc3c(s2)CCCC3)cc1
    92.0*, 2.3, 0.0, -9.5, -0.3, -12.3, -0.3, 1.3, 2.2
- CCOCCCNC(=O)C(c1ccc(Cl)cc1)N1CCC2(CC1)OCCO2 (stereo not given)
    -3.9, -11.8, 36.2*, -8.6, 1.5, 31.9*, -0.1, 4.2, 1.2
- O=C(Nc1ccc(F)cc1)c1ccc(Cn2cnnn2)cc1
    3.1, -10.4, 10.7, -2.8, 1.4, -0.1, -1.4, 0.6, 8.3
- CCOC(=O)c1oc2cccc(O)c2c1CN1CCOCC1
    -12.1, -1.7, 2.7, -13.0, 0.2, -6.2, -5.3, -5.2, 5.2
- CCN(C(=O)COC(=O)c1cc(-c2ccc(C)o2)nc2ccccc12)C1CCS(=O)(=O)C1 (stereo not given)
    2.1, -9.6, -4.8, /, 1.4, 2.7, 5.3, -0.3, 10.8
- Cc1noc(C)c1COC(=O)COc1ccc(-c2ccccc2)cc1
    10.1, -6.2, -4.8, -10.2, 36.0*, 3.0, -1.7, /, 0.7
- CC(C)(C)c1nn2cnnc2n(/N=C/c2ccc(O)cc2)c1=O
    6.9, -11.6, 0.9, -19.0, -1.1, 14.7, -2.9, 0.1, 6.5
- c1ccc2c(Nc3nc4c(s3)CCCC4)cccc2c1
    11.0, -13.8, 6.4, 1.1, 0.9, 7.3, 2.9, -2.7, 0.5
- O=C(O/N=C\c1ccc(N2CCCCC2)c([N+](=O)[O-])c1)c1c(F)cccc1F
    15.3, -4.4, -0.8, -12.4, -0.3, -2.5, 0.4, 2.7, 2.9
- COc1ccccc1C(=O)NC(CCSC)C(=O)OCC(=O)c1ccc[nH]1 (stereo not given)
    5.1, -3.3, 12.4, -2.5, -1.4, -37.6, 2.2, 2.8, 8.8

Compound activity (PubChem BioAssay)
